# ASAP1 inh – blocks human ASAP1-stimulated Arf1 GTP hydrolysis; AID 624377; GDP FP detection; actives 0.19% (n = 360,000); inhibition, % at 16.5 µM; in the data active means inhibition above about 25%;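 further: 0% = vehicle with enzyme and substrate and 100% = no enzyme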
# Target sequence (Q9ULH1 325-724 limits assumed): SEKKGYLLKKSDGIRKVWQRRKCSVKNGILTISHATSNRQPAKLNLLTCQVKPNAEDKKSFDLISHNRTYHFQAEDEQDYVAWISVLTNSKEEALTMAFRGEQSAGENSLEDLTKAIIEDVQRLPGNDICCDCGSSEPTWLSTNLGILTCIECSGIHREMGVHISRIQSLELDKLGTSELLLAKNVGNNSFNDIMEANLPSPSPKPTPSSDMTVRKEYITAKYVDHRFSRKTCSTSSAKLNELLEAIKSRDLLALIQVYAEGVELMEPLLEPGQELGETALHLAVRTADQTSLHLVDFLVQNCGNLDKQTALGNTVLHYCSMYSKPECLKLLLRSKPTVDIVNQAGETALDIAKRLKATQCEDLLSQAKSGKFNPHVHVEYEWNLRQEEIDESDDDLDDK
# DDE Tn7 FP inh – DD(E)-Tn7 binding inhibition, primary FP screen | FP displacement of FITC-Tn7 peptide from fibrin DD(E); 0% = median of compound wells per plate | P02675 | inhibition, % at 8.3 µM | AID 720508 | actives 0.13% (n = 370,000);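 active means inhibition above the mean of compounds falling within the control limits plus 3 SD of them, cut at about 14% in these data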;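 further: 0% = plate median of compound wells and 100% = 10 µM Aha-Tn7 peptide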
#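 system = human fibrin DD(E) protein | quantity = DD(E) 2 µM final | medium = Tris/NaCl/CaCl2 buffer, pH 7.8 | also added = labelled Tn7 tracer, 0.1 µM | compound dosing = single point at 8.3 µM | timing = compound with protein 10 min, then 3 h after probe, room temperature | signal = FP measurement | benchmarks = Aha-Tn7 high control | repeats = one replicate per compound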
# ADAM10 inh – ADAM10 inhibition, QFRET primary screen; O14672; recombinant ADAM10, EDANS/DABCYL FRET peptide cleavage, 3 h; inhibition, % at 7 µM; actives 0.62% (n = 370,000); AID 720582;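 active means inhibition above a per-campaign cutoff equal to the mean of compounds falling between control-based bounds plus 3 SD, cut at about 20% in these data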;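 further: 0% = DMSO wells while the 100% control is not disclosed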
# TDP2 inh – blocks human TDP2 phosphodiesterase activity. recombinant TDP2, T5PNP hydrolysis, p-nitrophenol absorbance 415 nm. actives 0.34% (n = 370,000). inhibition, % at 12.8 µM;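 active means inhibition above the mean of all tested compounds plus 3 SD, set per campaign, cut at about 25% in these data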;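 further: 0% = DMSO with enzyme and 100% = buffer with substrate but no TDP2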
#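 Assay system: Recombinant human TDP2 | Quantity: 120 nM TDP2 per well | Incubation: 2 h at 37 °C | Signal: Epi absorbance | Evaluation: Percent inhibition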
# ARFGAP1 inhibitor – inhibitors of rat ARFGAP1. Arfgap1-stimulated ARF1 GTP hydrolysis, GDP FP detection. Q62848. inhibition, % at 16.5 µM. actives 0.26% (n = 360,000). AID 651572;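 active means inhibition above a per-plate limit, mean inhibition of low control wells plus 3 SD, cut at about 25% in these data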;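 further: 0% = DMSO wells with enzyme and 100% = wells lacking Arfgap1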
# Target sequence (Q62848 1-136 limits assumed): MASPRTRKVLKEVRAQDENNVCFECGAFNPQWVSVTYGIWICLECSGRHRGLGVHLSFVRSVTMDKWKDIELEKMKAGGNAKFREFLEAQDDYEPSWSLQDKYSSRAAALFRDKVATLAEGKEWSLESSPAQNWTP
#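 System: truncated rat Arfgap1 GAP domain / Benchmarks: high control wells lacking Arfgap1, low control full reaction with DMSO / Times: compound-enzyme preincubation 20 min, reaction 120 min, detection 60 min, 25 °C / Repeats: one replicate per compound / Also added: human ARF1(Δ1-17)-GTP substrate / Measured by: Tracer-displacement fluorescence polarization with EDTA stop, 620/688 nm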
# LEDGF integ inh – blocks HIV-1 LEDGF/p75-dependent DNA integration | TR-FRET IN-LEDGF/p75 DNA integration, Eu/Cy5 | inhibition, % at 3.7 µM | actives 0.64% (n = 370,000) | AID 743269;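 active means inhibition above the screen-wide mean plus 3 SD, cut at about 13% in these data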;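 further: signal is the Cy5 over europium emission ratio at 671 and 618 nm; 0% = plate median of compound wells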
# ADAM17 inh – inhibitors of human ADAM17. AID 720648. recombinant ADAM17, EDANS/DABCYL FRET peptide cleavage. actives 0.83% (n = 370,000). P78536. inhibition, % at 6.95 µM;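 active means inhibition above the mean of compounds lying between control limits plus 3 SD, set per campaign, cut at about 8.5% in these data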;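 further: 0% = DMSO-only wells as the low control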
# PLCg1 inh – PLC-gamma1 (human) inhibition, primary screen | P19174 | purified PLC-gamma1, fluorogenic substrate, fluorescence | inhibition, % at 12.2 µM | actives 0.84% (n = 370,000); in the data active means inhibition above about 9.5%
# DDE Tn6 FP inh – disrupts Tn6 cyclic peptide binding to fibrin D-Dimer-E complex; P02675; Fibrin DD(E) TRITC-Tn6 fluorescence polarization displacement; inhibition, % at 8.3 µM; actives 0.21% (n = 370,000);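 active means inhibition above a per-campaign cutoff: mean of compounds within control limits plus 3 SD, cut at about 15% in these data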;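 further: 0% = median of all compound wells on the plate and 100% = blocking peptide control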
# KLK7 zymogen act – activators of human kallikrein-7 zymogen; P49862; purified proKLK7, EDANS-DABCYL substrate fluorescence; 100% is mature enzyme control, 0% vehicle; activation, % at 7 µM; actives 0.9% (n = 370,000); AID 652039;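 active means activation above the mean of all tested compounds plus 3 SD, computed per campaign excluding outliers beyond control limits, cut at about 13% in these data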
# Target sequence (P49862 whole entry, looked up): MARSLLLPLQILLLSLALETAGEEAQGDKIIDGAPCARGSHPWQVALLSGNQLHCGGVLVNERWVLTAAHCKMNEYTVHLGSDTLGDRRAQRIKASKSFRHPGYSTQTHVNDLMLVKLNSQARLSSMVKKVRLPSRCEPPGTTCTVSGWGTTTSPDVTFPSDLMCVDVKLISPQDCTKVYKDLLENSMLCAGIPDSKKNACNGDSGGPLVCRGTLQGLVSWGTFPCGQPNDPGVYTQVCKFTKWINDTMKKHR
# * marks the source's active call; other numbers are inactive results; · = not tested or not shown.
SMILES,ASAP1 inh,DDE Tn7 FP inh,ADAM10 inh,TDP2 inh,ARFGAP1 inhibitor,LEDGF integ inh,ADAM17 inh,PLCg1 inh,DDE Tn6 FP inh,KLK7 zymogen act
O=C(NCC(c1ccco1)N1CCOCC1)c1ccccc1 (stereo not drawn),-1,3,-8,-5,0,-2,2,0,5,-0.6
CCCCOC(=O)CCc1nc2ccccc2[nH]c1=O,-6,9,-120,8,-1,-4,-30,-17,6,1.7
CC(=O)c1cc(C#N)c(NCCCN(C)C)nc1C,-3,-2,-4,0,-3,-4,0,4,-6,0.0
CC1C(=O)Nc2ccccc2N1C(=O)C1CC1 (stereo not drawn),-8,-7,6,2,-6,2,-4,-1,2,0.9
Cn1c(CC(=O)Nc2ccc(Cl)c(Cl)c2)nnc1SCC(=O)N1CCN(c2ccccc2)CC1,2,7,13,5,6,1,1,6,1,0.6
CN1OC[C@@H]2CN(S(=O)(=O)c3cccc4ccccc34)[C@H](c3ccc(-c4cccnc4)cc3)C[C@@H]21,2,4,-11,3,6,-5,-5,-1,-9,1.0
COc1ccc(-c2sc3ccc(OC)cc3c2C#Cc2ccccn2)cc1,17,-7,-278,-16,10,0,-75,-211,-2,-34
COC(=O)C1CN(C2CCCC2)CCS(=O)(=O)N1Cc1ccc(C(F)(F)F)cc1 (stereo not drawn),·,-1,2,1,·,3,-1,-1,-2,-0.4
O=C1CCCCCN1C(=O)c1ccc(C(=O)N2CCCCCC2=O)cc1,-5,1,-1,-18,14,-3,-4,-4,1,-0.1
CC(Sc1nnnn1C)C(=O)NC(=O)NC1CCCCC1 (stereo not drawn),1,0,-14,3,7,-4,5,1,-3,0.7
O=C1CC(N2CCOCC2)C(=O)N1c1cccc(Cl)c1 (stereo not drawn),0,0,8,7,7,0,-2,2,6,0.5
COc1ccc(S(=O)(=O)NCc2cccnc2)c(Cl)c1Cl,0,-2,2,7,-10,0,-1,3,6,-0.1
CC1CCN(CCCN2C(=O)C3C(C(=O)Nc4cccc(Cl)c4)C4C=CC3(O4)C2C(=O)NC2CCCCC2)CC1 (stereo not drawn),3,1,5,18,-3,0,0,1,0,-0.2
O=C(c1cn(CC(=O)N2CCCCC2)c2ccccc12)C1CC1,2,3,-5,2,0,0,-5,-4,2,0.6
CC1(C(=O)NS(=O)(=O)C2CC2)CCN(C(=O)c2cccc(Cl)c2)C1 (stereo not drawn),-9,5,-13,-4,7,1,-2,0,-2,-0.2
Cc1cc(=O)oc2ccc(OCC(=O)O)cc12,3,5,-210,2,-15,2,-51,-49,3,2.2
Cc1ccc(-n2nc3c(c2NC(=O)c2ccc(F)c(F)c2)CS(=O)(=O)C3)cc1,8,-2,-3,0,9,0,-1,-1,0,0.1
COC(=O)c1ccc(NC(=S)NC2CCCCC2)cc1,3,0,4,-2,-4,1,1,3,-1,0.2
CCOC(=O)c1ccc(Nc2nc(C)cc(C)n2)cc1,0,1,-4,23,2,2,-5,-2,-7,0.1
COc1cc(S(=O)(=O)NCc2ccc3c(c2)OCO3)ccc1Cl,0,-3,-3,0,-1,9,-3,-2,1,0.0
O=C(NCC1CCCO1)c1cc(S(=O)(=O)N2CCOCC2)ccc1Cl (stereo not drawn),15,7,-5,4,-2,-6,-6,2,1,-0.1
CCCn1c(SCC(=O)c2ccc3c(c2)OCCO3)nnc1C(C)C,12,-12,4,-18,6,-1,4,4,9,0.1
O=[N+]([O-])c1ccccc1/C=N/N1CCN(c2ccccn2)CC1,1,1,1,1,-2,1,-2,-1,7,0.5
CCCCn1c(N)c(N(CC(C)C)C(=O)C2CC(=O)N(c3ccc4c(c3)OCCO4)C2)c(=O)[nH]c1=O (stereo not drawn),-2,-5,-7,0,3,-9,-1,0,4,0.0
Cn1c(=O)[nH]c2c(c1=O)CCO2,0,10,-13,-6,-2,2,-2,3,-5,-0.3
CCOC(=O)CN(C(=O)c1snc(C(N)=O)c1N)C(C(=O)NCCC(C)C)c1ccc(C)cc1 (stereo not drawn),-6,3,-65,-11,4,0,-16,-30,2,-2.4
CCC(=O)c1ccc(OCc2ccc(C(=O)OC)cc2)cc1,11,-4,3,13,-2,-2,0,0,1,-0.3
CCOc1ccc(OCC)c(NC(=O)CN2CCN(c3cccc(C)c3)CC2)c1,8,2,-2,9,13,2,-2,4,-12,0.0
COc1ccc2c(c1)CO[C@H]([C@H](O)COC(C)=O)[C@H]2/C=C/c1ccccc1,·,15*,-3,5,·,-2,2,1,-5,0.5
Cn1cccc1C(=O)NC(=O)COC(=O)c1ccccc1Sc1ccccc1C#N,-4,-3,5,8,13,-1,1,5,-10,-0.2

# Continued, starting with the last five of the part before.
SMILES,ASAP1 inh,DDE Tn7 FP inh,ADAM10 inh,TDP2 inh,ARFGAP1 inhibitor,LEDGF integ inh,ADAM17 inh,PLCg1 inh,DDE Tn6 FP inh,KLK7 zymogen act
CCOC(=O)CN(C(=O)c1snc(C(N)=O)c1N)C(C(=O)NCCC(C)C)c1ccc(C)cc1 (stereo not drawn),-6,3,-65,-11,4,0,-16,-30,2,-2.4
CCC(=O)c1ccc(OCc2ccc(C(=O)OC)cc2)cc1,11,-4,3,13,-2,-2,0,0,1,-0.3
CCOc1ccc(OCC)c(NC(=O)CN2CCN(c3cccc(C)c3)CC2)c1,8,2,-2,9,13,2,-2,4,-12,0.0
COc1ccc2c(c1)CO[C@H]([C@H](O)COC(C)=O)[C@H]2/C=C/c1ccccc1,·,15*,-3,5,·,-2,2,1,-5,0.5
Cn1cccc1C(=O)NC(=O)COC(=O)c1ccccc1Sc1ccccc1C#N,-4,-3,5,8,13,-1,1,5,-10,-0.2
Cn1cccc1C(=O)OCC(=O)N1CCc2ccccc21,11,7,-9,-11,8,1,-3,0,-8,0.3
CC12CC3(C)CC(C)(C1)CC(C(=O)NCCc1ccc(S(N)(=O)=O)cc1)(C2)C3,-10,8,0,-9,7,4,-2,-1,-5,0.3
CSc1nc(Oc2ccc(F)cc2)c2ccccc2n1,1,5,-3,3,2,-1,-7,0,1,-0.7
COC(=O)CCCCCN1C(=O)NC(c2ccc(-c3ccccc3)cc2)C(C(=O)OCc2ccccc2)=C1C (stereo not drawn),13,-5,-1,-9,-3,1,6,-3,2,1.0
COCCCN1C(=O)C(CC(=O)NC(c2ccccc2)c2ccccc2)CC(C(=O)N(C(C)C)C(C)C)=C1C (stereo not drawn),5,-2,-12,2,8,-5,-4,-1,-5,-0.3
O=C(O)c1ccccc1C(=O)NCCc1c(C(=O)O)[nH]c2ccc(Cl)cc12,-9,2,5,1,-6,4,-1,1,3,1.1
CCOC(=O)N1CCN(C(=S)NC2CCCCC2)CC1,-1,3,-2,2,-1,0,-4,0,8,-1.1
C(=C\c1ccccc1)/C=N/Nc1nncc(-c2ccccc2)n1,-4,-2,0,-3,11,-2,1,4,-17,-0.6
CCC1CCCCN1C(=S)Nc1cccc(S(=O)(=O)N(C)C)c1 (stereo not drawn),0,1,-7,-9,6,-7,-5,2,-3,-0.3
Cc1cc(C)c(S(=O)(=O)N2CCCC(C(=O)NC3CCCC3)C2)c(C)c1 (stereo not drawn),-2,1,10,-8,4,-2,0,6,-4,-1.0
COc1cccc(CNC(=O)C(=O)NCC2OCCCN2S(=O)(=O)c2cc(C)ccc2C)c1 (stereo not drawn),-5,-4,-3,-2,9,1,0,-2,2,-0.1
CCCCN1C(=O)C(CC(=O)NCc2cccc3ccccc23)CC(C(=O)N2CCCCCC2)=C1C (stereo not drawn),-3,1,6,5,-7,1,-3,1,1,0.1
O=[N+]([O-])c1ccc(S(=O)(=O)N2CCN=C2SCc2ccc(F)cc2)cc1,-3,0,-9,19,-2,-2,-5,-3,-1,0.2
O=C(OCc1ccccc1)C1CCCN1C(=O)c1ccccc1[N+](=O)[O-] (stereo not drawn),-10,2,-8,11,4,-2,-3,0,1,0.4
COc1ccc(N2CCN(CC(O)COc3ccc4c(c3)CCC4)CC2)cc1 (stereo not drawn),-3,4,7,4,4,-2,0,2,1,-0.6
O=C(/C=C/c1ccc2c(c1)OCO2)NCc1ccncc1,-2,-9,-112,-15,5,2,-40,-25,-4,0.7
CCNC(=O)N1C[C@H]2CON(C)[C@H]2C[C@H]1c1ccc(N2CCCCC2)cc1,2,-2,-14,-2,0,-2,-5,0,6,0.1
N#Cc1c(NC(=O)CSc2nnc(-c3ccco3)n2-c2ccccc2)sc2c1CCC2,1,-6,8,-1,7,1,-1,0,-1,0.3
CC(C)(C)[C@H]1CCC(=O)N([C@H](CC#N)Cc2ccccc2)CC1,-13,5,0,1,-1,2,-1,-1,-2,0.4
CC(=O)Nc1ccc(S(=O)(=O)N2CCN(C(=O)CCC3CCCC3)CC2)cc1,9,0,-3,-1,-4,-3,-4,-1,-3,0.3
COc1ccc(-c2n[nH]c(=S)n2-c2ccc(C)cc2)cc1,-13,2,-8,12,8,0,-2,2,8,0.1
COc1ccc(C(=S)N2CCN(c3cccc(Cl)c3)CC2)cc1,-9,5,6,-11,1,-5,-1,0,7,0.1
CCNc1nc(NC(C)C)nc(NS(=O)(=O)c2ccc(Cl)cc2)n1,-14,-1,4,1,-2,3,-2,0,2,0.3
O=C(NCc1ccc(F)cc1)C1CCCN(c2nc3ccsc3c(=O)s2)C1 (stereo not drawn),6,-3,-9,15,13,-3,-5,0,-6,-0.2
CCOc1ccc(CN2CCN(Cc3ccon3)CC2CCO)cc1 (stereo not drawn),-3,-3,-5,2,-6,1,-2,1,-5,0.2
CC1CCCN(C(=O)c2ccc(Cl)c(S(=O)(=O)N3CCCCCC3)c2)C1 (stereo not drawn),-6,-1,-9,3,-2,1,1,-1,-4,-0.5
CCOC(=O)C1CCN(c2c(NCc3ccc(C(=O)N(C)Cc4ccccc4)cc3)c(=O)c2=O)CC1,0,-3,-2,-5,-6,2,1,0,0,0.1
Cc1ccc(NS(=O)(=O)c2ccc3c(c2)N(C)CCO3)cc1,-12,-1,0,6,-2,0,-2,2,-3,-0.6
CC(NC(=O)COc1ccc(S(=O)(=O)N2CCOCC2)cc1)c1ccccc1 (stereo not drawn),0,11,-3,12,2,-7,-4,-1,4,0.1
O=C(O)CSc1nnc(COc2ccc([N+](=O)[O-])cc2)n1-c1ccccc1,-2,3,-1,-1,-14,1,-4,-2,3,0.2
COc1cc(C(=O)O/N=C(\N)Cc2ccc([N+](=O)[O-])cc2)cc(OC)c1OC,2,3,-2,2,-3,0,-4,-3,-1,0.1
CC(=O)Nc1ccc2nc(SCC(=O)NCCOc3ccccc3)sc2c1,-1,4,-5,-6,-4,3,-3,7,1,-0.3
